CCT modulator – cytosolic chaperonin activity modulation; purified chaperonin ATPase assay, HTRF ADP detection, 30 min; activity change, % (concentration not given with the values), hits read low; actives 0.3% (n = 360,000); AID 651819; in the data active means activity change below about -30%; further: on the % scale 0 is the no-effect control and ±100 the full control effect
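TRiC (40 or 20 nM final, by batch activity) in 30 mM Tris pH 7.4, 100 mM KCl, 5 mM MgCl2, 1 mM DTT was treated with compound at 76 uM single dose, then 10 uM ATP, 30 min at 37 °C. ADP was read by HTRF Transcreener.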
Nrf2 ARE act – activators of Nrf2 (ARE) signaling; AREc32 ARE-luciferase reporter (MCF7-derived line), luminescence, 24 h; Potency, µM (titrated, usually from 46.1 µM), inactives show top-dose activation, most hits filed as activators; actives 0.31% (n = 410,000); further: potency means the concentration at half of the fitted maximal effect; % of control where 0% means no effect; nearly all actives have a fitted effect of over 65% in size
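ARE activation measured as luciferase luminescence (Steady-Glo, 30 min RT) in AREc32_Fluc cells after 24 hr compound exposure at 37 deg C, 5% CO2; cells seeded overnight at 1000/well in OPTI-MEM, 5% FBS.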
Nrf2 inh – inhibitors of Nrf2 signaling | A549 ARE-Fluc reporter, luciferase luminescence, 18-24 h | Potency, µM (titrated, usually from 46 µM), for inactives: at the top dose activity change, negative = inhibition, hits mostly inhibitors | actives 2.1% (n = 360,000) | AID 504444; further: potency means the concentration at half of the fitted maximal effect; on the % scale 0 is the no-effect control and ±100 the full control effect; nearly all actives have a fitted effect of over 60% in size
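Quantitative HTS in A549 cells stably bearing an antioxidant response element-firefly luciferase construct. Inhibition of Nrf2-driven transcription was scored by luminescence after 18-24 h of compound exposure at 37 °C.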
HepG2 viability – counter-screen for TGF-b inhibitors: cytotoxicity in HepG2 cells | HepG2 CAGA-GFP viability, ATP luminescence, 18 h | Potency, µM (top dose mostly 46.1 µM), without a hit: at the highest dose activity change, negative = cytotoxicity, hits mostly cytotoxic | actives 0.76% (n = 410,000); further: potency means the concentration at half of the fitted maximal effect; some results filed as inactive show a strong effect at the top dose
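CellTiter-Glo luminescence gave cytotoxicity after 18 hours at 37 degrees C. The cells were HepG2 CAGA-GFP in 1% FBS DMEM, stimulated with 500 pg/mL TGF-beta after compound addition. %Activity was normalised to no-cell wells (complete cell-killing) and DMSO (no toxicity), and curves were fitted and classified.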
Abeta yeast res – A-beta toxicity reversal in yeast. yeast expressing A-beta42, growth rescue, OD600, 48 h; response scale: 0% DMSO, 100% iron-clioquinol control. Potency, µM (highest dose often 46.1 µM), for the others: at the top dose growth rescue, most hits filed as activators. actives 0.063% (n = 410,000); further: potency means the concentration at half of the fitted maximal effect; nearly all actives have a fitted effect of over 55% in size
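Yeast A-beta toxicity model in growth medium with pinned compounds, 48 h at 30 C; growth read as absorbance at 600 nm. Normalized to FeCl3/clioquinol equimolar mix (positive) and DMSO (negative).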
A549 tox – A549 cytotoxicity, counter-screen for Nrf2 inhibitors | Potency, µM (titrated, usually from 46 µM), for inactives: at the top dose activity change, negative = cytotoxicity, actives largely listed as inhibitors | A549 ARE-Fluc cells, CellTiter-Fluor viability, 18-24 h | actives 0.16% (n = 390,000) | AID 504648; further: potency means the concentration at half of the fitted maximal effect; on the % scale 0 is the no-effect control and ±100 the full control effect
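A549 ARE-Fluc cells in 5% FBS OPTI-MEM, 5000 cells/well, rested 2 h then exposed to compounds in concentration-response for 18-24 h at 37 °C. Viability by CellTiter-Fluor fluorescence (Ex 405/Em 525) after 30 min; luciferase luminescence (BugLite, 15 min, RT) read afterwards.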
Akt phos inh – Akt phosphorylation inhibition; Neuro2A IGF-stimulated pAkt S473 HTRF, 20 min; hits give low values; activity change, % for hits at 50 µM; actives 0.32% (n = 360,000); AID 651550; in the data active means activity change below about -80%; inconclusive means mostly about -51% to -80%; further: on the % scale 0 is the no-effect control and ±100 the full control effect
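Neuro2A cells in DMEM with 0.5% FBS, overnight at 37 deg C, given compound at single 50 µM final, then IGF (6 nM final) for 20 min at 37 deg C. Lysed; phospho-Akt Ser473 by HTRF after 24 h, 665/615 ratio.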
MmCpn inh – blocks the Methanococcus maripaludis chaperonin Mm-Cpn. purified Mm-Cpn ATPase, ADP Transcreener TR-FRET. Potency, µM (doses to about 76.9 µM), without a hit: top-dose activity, negative = inhibition, hits mostly inhibitors. actives 0.031% (n = 330,000); further: potency means the concentration at half of the fitted maximal effect; on the % scale 0 is the no-effect control and ±100 the full control effect; nearly all actives have a fitted effect of over 80% in size
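TR-FRET (320 nm excitation; 590 and 665 nm emission) reports ADP made from 10 uM ATP by 25 nM enzyme; compounds were preincubated 10 min, reaction run 30 min, both at 37°C.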
TGFb inhibitor – TGF-b pathway inhibition. Potency, µM (highest dose often 46.1 µM), inactives show at the top dose activity, negative = inhibition, actives largely listed as inhibitors. actives 1.2% (n = 410,000). HepG2 CAGA-GFP TGF-b/SMAD3 reporter, GFP fluorescence, 18 h; TGF-beta stimulated, 500 pg/mL final; further: potency means the concentration at half of the fitted maximal effect; on the % scale 0 is the no-effect control and ±100 the full control effect; nearly all actives have a fitted effect of over 65% in size
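Inhibition was scored as loss of TGF-beta-induced (500 pg/mL final, 18 hours, 37 degrees C) GFP in HEPG2 cells carrying a CAGA-GFP reporter, in DMEM with 1% FBS. Well GFP was summed per cell; Activity was normalised to unstimulated and stimulated DMSO wells, then concentration-response fitting.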
Active calls of the source: *; i = inactive; ? = inconclusive; . = no result given; & = joins results of further samples; [ ] = remark or other dose. Unless noted, the call rests on the fitted dose curve; in most records, active means well fitted curve in the direction sought with a large enough effect; inconclusive means small, poorly fitted or top-dose-only effect, or another doubt; inactive means no such curve, though single readings can be large; an effect the other way counts as inactive or inconclusive.

Values in the order – MmCpn inh	Nrf2 inh	HepG2 viability	TGFb inhibitor	Nrf2 ARE act	CCT modulator	A549 tox	Akt phos inh	Abeta yeast res
Cc1ccc(C)c(SCC(=O)NC2CCS(=O)(=O)C2)c1 (stereo not drawn)
→ 2%	-4%	12%	-12%	0.0%	-2.1	0%	i	6%
Cc1ccc(CSc2nnc(-c3cccs3)n2C)cc1
→ -2%	-3%	-25%	-7%	0.3%	-1.0	0%	i	-15%
CC1(C)SCC2C(=O)N3C(CSC3(C)C)C(=O)N21 (stereo not drawn)
→ 1%	1%	9%	24%	0.2%	-2.8	-11%	i	3%
CC(=O)Nc1ccc(NC(=O)c2ccccc2S(=O)(=O)c2ccc([N+](=O)[O-])cc2)cc1
→ 0%	-16%	-7%	-25%	-0.3%	-0.1	1%	i	-12%
CSc1nc(C)c(CCOC(=O)c2cccc(Cl)c2)c(=O)[nH]1
→ 1%	?	-24%	-4%	0.1%	-0.9	1%	i	-1%
CCCCCOC(=O)Cn1c(=O)oc2ccc(C)cc21
→ 2%	-1%	4%	0%	-0.3%	-1.8	-1%	i	-13%
CON(c1nc(Cl)nc(N(C)C)n1)S(=O)(=O)c1ccccc1Cl
→ 1%	?	6%	?	12%	0.7	5%	i	-20%
COc1cccc(NC(=O)Cc2nnc(SCCOc3ccccc3)n2C)c1
→ 1%	.	-73%	21%	-0.4%	-1.4	-8%	i	7%
Cn1c2c(c(=O)c3ccccc31)CCCC2
→ -19%	-7%	-1%	-3%	-0.4%	-0.9	-7%	i	15%
CCc1nc2ccc(C(=O)NCCc3ccccc3OC)cc2nc1CC
→ 2%	-2%	-2%&-20%	?	0.6%&5.7%	0.7	1%&1%	i	-4%&-5%
COC(=O)C1=NN(c2ccccc2)C2(S1)SC(C(C)=O)=C(C)N2c1ccccc1 (stereo not drawn)
→ 1%	19%	-18%	-15%	-0.9%	1.6	-2%	-138%*	15%
NC(N)=NS(=O)(=O)c1ccc(NC(=S)NC(=O)c2ccc3c(c2)OCO3)cc1
→ -15%	?	7%	-8%	0.0%	1.0	-2%	i	9%
Cc1ccc(C(=O)Cn2c(C(=O)O)cc3ccccc32)cc1
→ 1%	?	-13%	1%	1.9%	0.3	3%	i	?
CCCCN(C)C(=O)c1nc2ccccn2c1CN1CCN(c2ncccn2)CC1
→ 4%	-6%	-4%	1%	0.5%	1.6	3%	i	4%
O=C(CSc1nnc(CNc2ccc(F)cc2)n1CC1CCCO1)N1CCOCC1 (stereo not drawn)
→ -3%	1%	-10%	-6%	-0.5%	-1.4	-1%	i	-19%
CCN(CC)c1ccc(C(=O)OCC(=O)Nc2cc3oc4ccccc4c3cc2OC)cc1
→ 1%	12%	1%	0%	0.5%	-0.6	3%	i	-16%
N/C(Cc1cccs1)=N\OC(=O)COc1ccc(Br)cc1
→ 2%	?	-3%	-4%	0.2%	7.4	-3%	i	7%
CCCCN1CC(CO)Oc2cccc(F)c2S1(=O)=O (stereo not drawn)
→ .	17%	5%	22%	-1.0%	-0.2	-2%	i	6%
O=C(CCNS(=O)(=O)c1ccc2[nH]c(=O)oc2c1)NCc1ccc(F)cc1
→ 3%	3%	-25%	3%	0.1%	-1.7	0%	i	-7%
CCc1cccc(NC(=O)c2snc3c(=O)[nH]cnc23)c1
→ -1%	-3%	-7%	15%	2.3%	0.3	-7%	i	5%
CC(=O)Nc1ccc(OCc2ccc3c(c2)OCO3)cc1
→ -1%	?	-5%	3%	0.0%	-2.4	0%	i	-13%
O=C(NC1CCCCC1)c1ccc(CNc2ccccc2)o1
→ 0%	?	-3%	-7%	0.4%	0.3	0%	i	-11%
O=S(=O)(N1CCOCC1)n1nnc2ccccc21
→ 0%	-14%	-17%	0%	-0.1%	-0.6	0%	i	-3%
CN1C(C(=O)NCc2ccccc2)CC2Cn3c(nc4ccccc43)C21 (stereo not drawn)
→ 0%	4%	-2%	8%	-1.0%	0.0	1%	i	-5%
COCCn1c(SCC(=O)Nc2nc(C)cs2)nnc1C(C)C
→ 1%	-3%	11µM*	-3%	-0.1%	-0.1	-8%	i	-15%
COc1ccccc1-c1nnc(SCC(=O)N2CCCC2)o1
→ -1%	?	3%	0%	15%	0.2	-6%	i	0%
Cc1nnc(NC(=O)CSc2nnc(-c3ccco3)n2C(C)C)s1
→ -1%	-6%	7%	3%	0.6%	-5.5	-1%	i	-10%
N#CCCN(Cc1ccncc1)C(=S)NC1CC2C=CC1C2 (stereo not drawn)
→ 0%	-29%	-37%	-5%	0.1%	0.2	-1%	i	0%
COc1ccc(NS(=O)(=O)c2cccc(C(=O)N/N=C/c3cn(-c4ccccc4)nc3-c3ccccc3)c2)cc1
→ 0%	?	0%	4%	3.6%	-1.8	-8%	i	13%
Cc1cccc(-n2c(O)c(C=Nc3ccc4c(c3)OCO4)c3ccccc3c2=O)n1
→ -3%	-9%	-14%	4%	-0.6%	1.1	-28%	i	19%
Cc1cccc(N2N=C(C(=O)Nc3nc(C)cs3)CCC2=O)c1
→ -1%	5%	-21%	11%	-1.1%	-2.4	16%	i	-2%
O=C(CSc1nc2ccsc2c(=O)n1Cc1ccc(C(=O)O)cc1)NCC1CCCO1 (stereo not drawn)
→ 3%	-2%	-4%	0%	0.4%	-1.2	2%	i	2%
CCOc1ccccc1N(CC(=O)Nc1ccc(S(=O)(=O)N2CCOCC2)cc1)S(=O)(=O)c1ccc(Cl)cc1
→ 0%	9%	-19%	-12%	-0.3%	-1.8	1%	i	-15%
COc1ccc(CCc2nnc(NS(C)(=O)=O)s2)cc1
→ 1%	-4%	12%	11%	-0.8%	-3.4	2%	i	-5%
CC(C)CC(=O)OC1C(N2CCOCC2)c2c(ccc(/C=C/C(=O)N3CCOCC3)c2O)OC1(C)C (stereo not drawn)
→ -1%	0%	-1%	?	0.3%	-1.6	-5%	i	0%
CCC(Oc1ccccc1)C(=O)NC1CCCCCC1 (stereo not drawn)
→ 0%	-10%	-5%	-9%	-0.8%	-1.1	3%	i	4%
CCOC(=O)c1cccc(NC(=O)c2ccc3c(c2)nnn3C2CCCC2)c1
→ .	?	-3%	-18%	0.2%	.	15%	.	-16%
COc1ccccc1CN1C[C@@H]2C[C@@H](c3cccc(C)c3)N3CCC[C@@]23C1=O
→ -8%	2%	-6%	9%	-0.5%	-0.4	2%	i	-3%
O=C(Nc1ccnn1C1CCN(Cc2ccccn2)CC1)c1cccc(F)c1
→ -3%	4%	-2%	8%	-0.1%	1.2	-3%	i	2%
CCOCCOC(=O)COc1ccc2c(-c3ccccc3)cc(=O)oc2c1
→ 0%	3%	7%	8%	-0.6%	3.4	-2%	i	-25%
CCOC(=O)C1CCN(S(=O)(=O)c2ccc3c(c2)CCN3C(=O)C2CCC2)CC1
→ 0%	?	5%	7%	-0.6%	-3.2	3%	i	6%
COc1ccc(CNC(=O)c2cn(Cc3ccccc3F)c(=O)s2)cc1
→ .	.	-1%	?	0.1%	-10	.	i	-5%
O=C(Cn1ncc2c3ccccc3n(Cc3ccccc3F)c2c1=O)N1CCN(c2ccccn2)CC1
→ 0%	?	-1%	-15%	-0.5%	0.7	?	i	2%
Cc1ccc(CN(Cc2cccn2-c2nnc(N3CCCC3=O)s2)C(=O)Nc2ccccc2C(F)(F)F)cc1
→ .	?	-59%	0%	5.7%	.	-1%	.	-14%
Fc1ccccc1/C=N/n1c(-c2cccnc2)n[nH]c1=S
→ -2%	-16%	10%	14%	25%	2.7	-11%	i	-17%
CCOc1cc(NC(=S)NCCCN2CCOCC2)c(OCC)cc1NC(=O)C1CCCCC1
→ -3%	-4%	4%	30%[activator]	0.1%	0.0	-1%	i	-1%
COC(=O)C(C(=O)Nc1ccccc1C)C1CCCCCC1 (stereo not drawn)
→ 0%	0%	4%	-24%	8.6%	0.8	-4%	i	1%
COc1cc(OC)cc(-c2sc3ccc(OC)cc3c2C#CC(C)(C)O)c1
→ ?	7%	-28%	?	4.2%	-0.2	5%	i	-7%
CCOc1ccccc1NC(=O)CC1Nc2cc(C)c(C)cc2NC1=O (stereo not drawn)
→ -3%	?	-11%	0%	-0.2%	0.6	-9%	i	15%
CCCCN(C(=O)C(C)(C)Oc1ccc(Cl)cc1)c1c(N)n(CCC)c(=O)[nH]c1=O
→ 1%	11%	-10%	-18%	0.3%	0.9	-7%	i	-10%
O=P(Nc1ccccc1)(Nc1ccccc1)c1ccccc1
→ .	-14%	-4%	-1%	0.4%	-4.2	-3%	i	-1%
COc1cccc(NC(=O)CNC(=O)c2ccccc2)c1
→ -1%	7%	0%	12%	-0.9%	-3.8	-16%	i	-7%
CCOc1ccc(C(=O)O/N=C(\N)c2ccccn2)cc1
→ -1%	?	-64%	7%	-2.2%	-0.8	-18%	i	-74%[inhibitor]

An excerpt from above with just Abeta yeast res.
Structure	Abeta yeast res
O=C(CSc1nnc(CNc2ccc(F)cc2)n1CC1CCCO1)N1CCOCC1 (stereo not drawn)	-19%
CCN(CC)c1ccc(C(=O)OCC(=O)Nc2cc3oc4ccccc4c3cc2OC)cc1	-16%

2 entries from above, tab-delimited.
Molecule	MmCpn inh	Nrf2 inh	HepG2 viability	TGFb inhibitor	Nrf2 ARE act	CCT modulator	A549 tox	Akt phos inh	Abeta yeast res
O=C(CCNS(=O)(=O)c1ccc2[nH]c(=O)oc2c1)NCc1ccc(F)cc1	3%	3%	-25%	3%	0.1%	-1.7	0%	i	-7%
Cc1ccc(C)c(SCC(=O)NC2CCS(=O)(=O)C2)c1 (stereo not drawn)	2%	-4%	12%	-12%	0.0%	-2.1	0%	i	6%

High-throughput results as filed in PubChem.
